TCR-CD3 inh: human TCR-CD3 binding inhibition; TAMRA-labeled TCR probe fluorescence, biochemical; inhibition, % at 9.4 µM; hit rate 0.37% among 360,000; in the data active = inhibition above about 19%;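 also: recombinant mutant TCR 2C K166C tagged with TAMRA read by polarization; 0% = receptor in buffer alone and 100% = receptor with positive control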
mABHD4 FP: inhibits mouse alpha/beta hydrolase domain 4; Q8VD66; purified mABHD4, FP-Rh probe fluorescence polarization; inhibition, % at 8.92 µM; hit rate 0.54% among 370,000;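 active = inhibition exceeding the mean over every tested compound plus 3 SD, cut at about 30% in these data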;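 also: 0% = plate median of compound wells and 100% = S159A mutant with DMSO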
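system = mouse ABHD4 enzyme, wild type | medium = HEPES pH 7.0, NaCl, Pluronic buffer | also added = FP-Rh probe | incubation = Enzyme–compound pre-incubation 45 min, then probe 60 min, both 25 °C | technique = fluorescence polarization, excitation 525 nm, emission 598 nm, BODIPY TMR filters | controls = S159A mutant high control, sample median low control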
MBD2 inh: MBD2-methylated oligo binding inhibition; hit rate 0.31% among 370,000; inhibition, % at 4.4 µM; TR-FRET, MBD2 binding to methylated oligonucleotide; Q9UBB5; in the data active = inhibition above about 13%
Target sequence (Q9UBB5 whole entry, looked up): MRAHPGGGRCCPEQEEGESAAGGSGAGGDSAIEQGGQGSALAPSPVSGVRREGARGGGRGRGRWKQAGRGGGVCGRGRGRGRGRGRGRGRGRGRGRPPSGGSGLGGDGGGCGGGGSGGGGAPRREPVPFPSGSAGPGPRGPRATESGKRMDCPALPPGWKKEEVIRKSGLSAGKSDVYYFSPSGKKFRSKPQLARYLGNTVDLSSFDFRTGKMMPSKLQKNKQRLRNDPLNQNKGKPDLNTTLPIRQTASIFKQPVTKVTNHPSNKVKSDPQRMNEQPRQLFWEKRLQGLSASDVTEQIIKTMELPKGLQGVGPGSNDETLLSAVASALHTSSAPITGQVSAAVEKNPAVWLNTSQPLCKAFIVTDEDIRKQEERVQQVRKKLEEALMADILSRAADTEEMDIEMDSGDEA
HTRA1 inhibitor: blocks human HTRA1 serine peptidase; hit rate 0.5% among 340,000; inhibition, % at 5.96 µM; Q92743; AID 504803; recombinant HTRA1, FP-rhodamine activity-based probe, fluorescence polarization; in the data active = inhibition above about 36%;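 also: 0% = enzyme with DMSO and 100% = wells lacking enzyme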
LEDGF integ inh: blocks HIV-1 LEDGF/p75-dependent DNA integration; inhibition, % at 3.7 µM; hit rate 0.64% among 370,000; AID 743269; TR-FRET IN-LEDGF/p75 DNA integration, Eu/Cy5;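 active = inhibition above the screen-wide mean plus 3 SD, cut at about 13% in these data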;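 also: signal is the Cy5 over europium emission ratio at 671 and 618 nm; 0% = plate median of compound wells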
rCAG RNA binder: binds r(CAG) RNA repeats; hit rate 1.3% among 370,000; r(CAG) RNA repeat, TO-PRO-1 dye displacement fluorescence; AID 651821; inhibition, % at 3 µM;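 active = inhibition above the plate cutoff, the mean of all test compounds on that plate plus 3 SD, cut at about 35% in these data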;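 also: 0% = DMSO alone and 100% = 100 µM mitoxantrone as full dye displacement; higher means more dye released from RNA so lower well fluorescence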
TDP2 absorb: blocks human TDP2 phosphodiesterase activity. O95551. recombinant TDP2, T5PNP hydrolysis, p-nitrophenol absorbance 415 nm. hit rate 0.34% among 370,000. inhibition, % at 12.8 µM;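 active = inhibition above the mean of all tested compounds plus 3 SD, set per campaign, cut at about 25% in these data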;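 also: 0% = DMSO with enzyme and 100% = buffer with substrate but no TDP2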
Target sequence (O95551 whole entry, looked up): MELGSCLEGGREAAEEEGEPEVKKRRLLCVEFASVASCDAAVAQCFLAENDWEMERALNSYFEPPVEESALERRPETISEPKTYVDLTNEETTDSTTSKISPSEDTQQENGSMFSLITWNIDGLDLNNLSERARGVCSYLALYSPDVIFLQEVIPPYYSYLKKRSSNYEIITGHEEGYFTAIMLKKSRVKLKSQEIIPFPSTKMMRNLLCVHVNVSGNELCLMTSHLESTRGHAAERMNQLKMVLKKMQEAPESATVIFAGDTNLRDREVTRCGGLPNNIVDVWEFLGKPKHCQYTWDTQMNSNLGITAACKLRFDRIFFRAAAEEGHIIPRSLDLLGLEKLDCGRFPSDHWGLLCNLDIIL
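System – recombinant human TDP2 · Amount – 120 nM TDP2 per well · Buffer or medium – Mg2+-containing Tris-HCl buffer, pH 7.5 · Reagent – T5PNP substrate, 5 mM · Dosing – 12.8 µM single point, 1% DMSO · Incubation – 2 h at 37 °C · Measured by – epi absorbance · Read-out basis – percent inhibition · Benchmarks – high control without enzyme, low control DMSO plus TDP2 · Repeats – singlicate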
NPR2 activator: GC-B (human) receptor activation. P20594. HEK293-GC-B cells, CNP EC30, cGMP TR-FRET; 0% at EC30 CNP, 100% saturating CNP. activation, % at 10 µM. hit rate 0.11% among 370,000;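 active = activation at 10 µM reaching about 35% in either raw or pattern-adjusted values, limit read from the data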
PRMT1 inh: blocks human protein arginine methyltransferase 1. Q99873. hit rate 1.3% among 370,000. inhibition, % at 2.79 µM. recombinant PRMT1, activity-based probe fluorescence polarization;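 active = inhibition above about 21% made by adding two undisclosed values, limit read from the data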
SIAE inh: inhibitors of human sialic acid acetylesterase SIAE. SIAE FP-Rh probe binding, fluorescence polarization. inhibition, % at 9.66 µM. hit rate 0.69% among 370,000. AID 1053197;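 active = inhibition above a cutoff: mean of compounds within the control limits plus 3 SD of those, cut at about 17% in these data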;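 also: 0% = plate median of compound wells and 100% = probe without SIAE protein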
* hit, by the source's call; / = not tested or not shown. This is a subset (hit frequency here may not be typical).

1. CC(C)(C)OC(=O)N1CCC(c2ccc[nH]2)(c2c[nH]c3ccccc23)CC1
2. CC(=O)c1cccc(-c2ccnc3c2CC(C(=O)NCc2ccncc2)O3)c1 (stereo unspecified)
3. CC(C)N(C)Cc1nnnn1CC(=O)N(C)Cc1ccc(F)cc1
4. Cc1nn(Cc2ccccc2)c(C)c1C(=O)NCCN1C(=O)S/C(=C\c2ccc(F)cc2)C1=O
5. Cc1cccc(OCC(=O)NC2CCCC2)c1
6. CCOC(=O)C1=NN(C(=O)c2ccc(C)cc2)C(O)(c2ccc(Cl)cc2)C1 (stereo unspecified)
7. O=C(COc1ccc(Br)cc1)NCCCNC(=O)c1cccnc1
8. O=C1C2CC=C(Cl)CC2C(=O)N1c1ncn[nH]1 (stereo unspecified)

compound no.	1	2	3	4	5	6	7	8
TCR-CD3 inh	/	-9	-2	-11	0	-5	-6	-1
mABHD4 FP	-2	-4	4	0	-2	10	8	3
MBD2 inh	-3	-5	1	-2	0	1	0	-1
HTRA1 inhibitor	/	/	6	10	1	60*	-4	0
LEDGF integ inh	5	3	-5	1	-1	4	-5	-5
rCAG RNA binder	1	2	-1	-2	0	5	-4	0
TDP2 absorb	6	-11	5	5	0	-13	-11	3
NPR2 activator	1	-4	-4	3	-1	1	1	2
PRMT1 inh	3	-2	0	0	3	0	2	-3
SIAE inh	-1	1	-6	13	0	1	0	1

9. O=C(Nc1cccnc1Cl)C1CCCN(c2ncnc3c2nc2n3CCCCC2)C1 (stereo unspecified)
10. CCC(NC(=O)C1C2C=CC3(CN(Cc4ccccc4)C(=O)C13)O2)c1ccccc1 (stereo unspecified)
11. CCOc1ccccc1C1CC(c2ccccc2)Nc2nc(N)nn21 (stereo unspecified)
12. C=CCNC(=S)NNC(=O)c1cc(Cl)ccc1OC
13. CCC(C)N(C)C1CCN(C(=S)Nc2ccc(OC)cc2)CC1 (stereo unspecified)
14. O=c1oc2cc([N+](=O)[O-])ccc2nc1/C=C(\O)c1cccc(Br)c1
15. CCC1CCCCN1C(=O)Nc1cc(Cl)ccc1OC (stereo unspecified)
16. COc1cc(OC)c(N(C)S(=O)(=O)c2cccc(C(=O)NC(C)C3CC4CCC3C4)c2)cc1Cl (stereo unspecified)

compound no.	9	10	11	12	13	14	15	16
TCR-CD3 inh	10	/	-4	2	7	-11	0	-2
mABHD4 FP	-1	4	-1	6	14	39*	3	16
MBD2 inh	1	0	-4	-2	-4	-18	4	6
HTRA1 inhibitor	7	/	-1	/	0	3	1	-18
LEDGF integ inh	2	-2	2	0	4	1	1	0
rCAG RNA binder	-2	0	-2	-2	-1	11	-1	5
TDP2 absorb	10	5	7	-8	-7	-9	3	-9
NPR2 activator	-4	-5	-7	4	1	-2	6	-4
PRMT1 inh	0	2	2	-2	-1	15	1	3
SIAE inh	2	0	4	-3	1	6	1	-2

Quoted at random: five compounds from above, in no set order.
2. CC(=O)c1cccc(-c2ccnc3c2CC(C(=O)NCc2ccncc2)O3)c1 (stereo unspecified)
13. CCC(C)N(C)C1CCN(C(=S)Nc2ccc(OC)cc2)CC1 (stereo unspecified)
7. O=C(COc1ccc(Br)cc1)NCCCNC(=O)c1cccnc1
4. Cc1nn(Cc2ccccc2)c(C)c1C(=O)NCCN1C(=O)S/C(=C\c2ccc(F)cc2)C1=O
8. O=C1C2CC=C(Cl)CC2C(=O)N1c1ncn[nH]1 (stereo unspecified)

compound no.	2	13	7	4	8
TCR-CD3 inh	-9	7	-6	-11	-1
mABHD4 FP	-4	14	8	0	3
MBD2 inh	-5	-4	0	-2	-1
HTRA1 inhibitor	/	0	-4	10	0
LEDGF integ inh	3	4	-5	1	-5
rCAG RNA binder	2	-1	-4	-2	0
TDP2 absorb	-11	-7	-11	5	3
NPR2 activator	-4	1	1	3	2
PRMT1 inh	-2	-1	2	0	-3
SIAE inh	1	1	0	13	1

Following part:
17. O=C(NCc1ccncc1)C1CCCN1S(=O)(=O)c1ccc(Cl)cc1 (stereo unspecified)
18. CCc1nnc(NC(=O)c2cccc(S(=O)(=O)N3CCCCC3)c2)s1
19. COc1ccc(OCCNS(=O)(=O)c2ccccc2)cc1
20. COc1nc(/C=C/N(C)C)c([N+](=O)[O-])c(OC)n1
21. CCCCNC(=O)c1ccccc1NC(=O)c1ccc2c(c1)OCO2
22. COc1cccc(CNC(=O)[C@@H]2CCCN2C(=O)[C@H]2CCCCN2C(=O)c2c(F)cccc2F)c1
23. CCCCCCCCN1C(=O)[C@H](CC(=O)NCCC(C)C)C[C@@]2(C(=O)OC)CCCCC=C12
24. Cc1ccc(S(=O)(=O)N2[C@@H](c3cccc(Cl)c3)C(C(=O)O)=CC[C@H]2c2ccc(Cl)cc2)cc1

compound no.	17	18	19	20	21	22	23	24
TCR-CD3 inh	4	1	5	4	-1	1	6	-4
mABHD4 FP	-2	6	2	2	10	2	1	11
MBD2 inh	1	9	2	5	8	1	1	0
HTRA1 inhibitor	0	7	-2	2	-13	/	/	-72
LEDGF integ inh	2	1	-2	-4	-2	-1	6	0
rCAG RNA binder	-1	1	-1	0	-3	-1	2	10
TDP2 absorb	10	4	5	-5	-6	1	-7	2
NPR2 activator	0	1	3	4	0	0	-1	0
PRMT1 inh	-1	1	-1	-2	2	0	0	5
SIAE inh	4	-4	0	5	-7	1	-7	-7

25. CCN(CC)C(=O)C1=C(C)N(Cc2ccc(OC)cc2)C(=O)C(CC(=O)NCCCCc2ccccc2)C1 (stereo unspecified)
26. O=C(CSc1n[nH]c(-c2ccco2)n1)Nc1sc2c(c1C(=O)Nc1ccccc1)CCCC2
27. O=C1Nc2ccccc2S/C1=C/c1cccs1
28. Cc1ccc(NC(=S)N/N=C2/CCCCc3ccccc32)cc1
29. Cc1ccc(-n2ncc3c(=O)n(CC(=O)N4CCCCCC4)cnc32)cc1
30. CCCc1n(CC(O)COC2CCCCC2)c2ccccc2[n+]1C (stereo unspecified)
31. COC(CNC(=O)c1ccc(N2CCC3(CC2)OCCO3)c([N+](=O)[O-])c1)OC
32. CC(C)c1ccc(CNC(=O)CCc2ccccc2)cc1

compound no.	25	26	27	28	29	30	31	32
TCR-CD3 inh	-10	-5	3	-11	6	-5	0	4
mABHD4 FP	5	2	4	19	2	5	0	-1
MBD2 inh	6	-8	-5	4	5	5	-1	-2
HTRA1 inhibitor	-2	-16	-5	-15	-2	2	4	-13
LEDGF integ inh	-1	2	5	4	-2	-6	-8	-7
rCAG RNA binder	0	19	8	8	2	-2	-2	-7
TDP2 absorb	0	5	-15	-2	1	1	-5	-10
NPR2 activator	-10	-8	-5	1	-4	-4	-3	3
PRMT1 inh	2	1	-3	-1	7	3	2	-3
SIAE inh	-1	-17	7	3	1	3	-7	-1

33. Cc1nnsc1SCCNC(=O)Nc1ccc(Cl)cc1
34. CCOC(=O)[C@@H]1[C@H]2COc3cc(OC)ccc3[C@H]2N2C(=O)N(c3cccc(F)c3)C(=O)[C@@]12C
35. O=c1c2sc3ccccc3c2[nH]c(=S)n1CCN1CCOCC1
36. Cc1ccc(N=Cc2ccc(O)cc2O)cc1F
37. CCN(CC)C(=O)CSc1nc(-c2ccc(C)cc2)nc2c1COC(C)(C)C2
38. CN(CCN1CCOCC1)C(=O)c1cc(COc2ccc(F)c(F)c2)on1
39. CCC(C)(C)NC(=O)C(c1cccn1C)N(C(=O)Cn1nnc2ccccc21)c1ccc(NC(C)=O)cc1 (stereo unspecified)
40. N/C(=N\c1nc2c(c(=O)[nH]1)CCC2)Nc1cccc(Cl)c1

compound no.	33	34	35	36	37	38	39	40
TCR-CD3 inh	-4	5	0	-12	6	4	8	-3
mABHD4 FP	-22	4	7	-25	-1	-3	1	9
MBD2 inh	4	-4	0	-9	2	1	-4	-1
HTRA1 inhibitor	-9	-19	5	13	-16	7	-11	3
LEDGF integ inh	3	2	4	37*	-2	1	4	2
rCAG RNA binder	3	-6	4	21	-8	-4	-3	1
TDP2 absorb	-12	0	7	-20	7	16	12	-5
NPR2 activator	1	-4	3	-1	-1	3	1	-3
PRMT1 inh	7	1	2	4	-3	-1	2	-2
SIAE inh	-10	-8	2	-5	-1	-1	7	0

41. O=C(NCc1ccc(F)cc1F)[C@@H]1CCCN1C(=O)[C@@H]1CCCN1
42. CC(=O)NCC1(c2ccccc2)CCN(CCCC(=O)c2ccc(F)cc2)CC1
43. O=S(=O)(NCCO)c1cccc2cccnc12
44. CC(C)[C@H](NC(=O)Nc1cccc(Br)c1)C(=O)O
45. C=CCC[C@H](CCCCC)OC(=O)/C=C/[C@H](O)[C@@H](O)C[C@H](O)CC=C
46. CCCCOc1ccc(C(=O)NCCOc2cccc(OC)c2)cc1
47. CCN(CC(=O)Nc1c(F)cccc1F)C(=O)CC1CCCCC1
48. C=CCn1c(SCC(=O)Nc2cc(C)on2)nc2ccccc21

compound no.	41	42	43	44	45	46	47	48
TCR-CD3 inh	2	-3	5	5	-2	2	7	4
mABHD4 FP	3	-5	2	12	-6	-9	-3	1
MBD2 inh	-6	-1	2	-4	-4	-2	-12	0
HTRA1 inhibitor	/	-1	-2	-2	/	-21	-1	-10
LEDGF integ inh	3	2	4	4	0	-2	1	2
rCAG RNA binder	-1	-1	3	-1	-2	-7	3	2
TDP2 absorb	4	0	-1	1	7	15	6	10
NPR2 activator	3	-2	6	5	-1	4	1	-2
PRMT1 inh	2	-6	-5	-2	1	3	-4	0
SIAE inh	-1	-1	11	3	5	-8	9	4

49. COc1cc(S(=O)(=O)NCc2ccncc2)c(OC)cc1Br
50. Cc1ccccc1C(=O)N/N=C/c1ccncc1
51. Cc1ccc(Nc2c(-c3ccc(C)o3)nc3cnccn23)cc1
52. CCn1c(CC(=O)Nc2ccc(OC)cc2)nnc1SCC(=O)N1CCOCC1
53. Cc1cc(C)c(S(=O)(=O)NCC(CCC(=O)O)C(F)(F)F)c(C)c1 (stereo unspecified)
54. CCn1c(SCC(=O)Nc2nc(-c3ccccc3)cs2)nnc1-c1ccccc1O
55. Cc1cc(O)c(N)c(C)c1Cl
56. O=C(NCCCn1ccnc1)c1cc(-c2ccc(Cl)cc2)nc2ccccc12
57. CC(=O)NC(C(=O)NCC(N)=O)C(C)C (stereo unspecified)

compound no.	49	50	51	52	53	54	55	56	57
TCR-CD3 inh	3	-8	-9	14	3	-8	6	0	-8
mABHD4 FP	-9	1	9	-2	-1	-38	10	-7	5
MBD2 inh	-3	6	-1	0	1	4	2	1	-1
HTRA1 inhibitor	-1	2	1	-6	1	-47	4	-5	-5
LEDGF integ inh	2	0	-1	-2	2	-5	-8	-1	1
rCAG RNA binder	-5	-2	5	-2	4	1	0	0	-2
TDP2 absorb	-12	-9	9	2	8	-2	-20	-4	11
NPR2 activator	4	1	40*	1	2	2	-4	-11	2
PRMT1 inh	-5	0	58*	2	-2	0	18	-1	1
SIAE inh	-8	6	10	0	4	-30	-4	-4	3

Screens: PubChem, several laboratories
